Source: PubChem
LMP1 NFkB inh: Epstein-Barr LMP1 NF-kappaB reporter inhibition. LMP1-induced NF-kappaB luciferase reporter cells, luminescence. inhibition, % at 12.5 µM. hit rate 0.69% among 350,000. AID 504558; in the data active = inhibition above about 41%;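 note: 0% = neutral control wells and 100% = reference inhibitor control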
TLR9-MyD88 block: blocks human TLR9 binding to MyD88. Q9NR96+Q99836. CHO BLA complementation TLR9-MyD88, CCF4 FRET ratio. inhibition, % at 4.98 µM. hit rate 0.21% among 340,000;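 active = inhibition above the mean over all tested compounds plus 3 SD, cut at about 21% in these data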;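 note: 0% = DMSO only wells and 100% = clavulanate BLA inhibitor control wells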
TWEAK Fn14 block: inhibitors of TWEAK-Fn14 interaction signaling. TWEAK-stimulated Fn14 reporter cells, luciferase luminescence, 8 h. inhibition, % at 10 µM. hit rate 2% among 360,000; in the data active = inhibition above about 50%
TROY signal inh: inhibitors of TROY-dependent NF-kB signaling. Q293 LMP1-TROYcd NF-kB luciferase reporter, 4 h. inhibition, % at 10 µM. hit rate 0.98% among 360,000;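 active = compounds whose plate-normalised and pattern-corrected inhibition of the luciferase reporter signal at the single screening dose is 50% or more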
NR5A2 inv ag: inverse agonists of human LRH-1 (NR5A2); O00482; HEK293T StAR-luciferase reporter, LRH-1 transfected, 24 h; inhibition, % at 3.6 µM; hit rate 0.13% among 360,000; AID 602396;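 active = inhibition above the mean inhibition of all tested compounds plus 3 SD, cut at about 73% in these data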;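 note: 0% = DMSO wells and 100% = reporter-only cells lacking LRH-1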
SRC1 inh: human NCOA1 inhibition. Q15788. HEK293 GAL4-SRC1 luciferase reporter, luminescence. inhibition, % at 3.6 µM. hit rate 0.12% among 360,000. AID 588354;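 active = inhibition above the campaign mean plus 3 SD, with each screening campaign given its own cutoff, cut at about 60% in these data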;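 note: 0% = DMSO treated cells and 100% = gossypol at 36 µM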
COUP-TFII inh: inhibitors of human COUP-TFII (NR2F2) | AID 686940 | hit rate 0.7% among 370,000 | HEK293T NGFI-A luciferase reporter, luminescence | inhibition, % at 8.6 µM | P24468;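 active = inhibition above a per-plate cutoff, mean inhibition of test wells between control levels plus 3 SD, cut at about 38% in these data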;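 note: cells cotransfected with COUP-TFII expression vector driving the NGFI-A reporter; 0% = median of COUP-TF2 test wells and 100% = reporter-only cells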
NOD2-RIPK2 inh: inhibitors of human NOD2-RIPK2 interaction; CHO BLA complementation NOD2-RIPK2, CCF4 ratio; hit rate 0.38% among 360,000; AID 624267; inhibition, % at 4.98 µM; in the data active = inhibition above about 21%;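 note: 0% = vehicle only and 100% = reference blocker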
SRC3 inh: human NCOA3 inhibition; HEK293 GAL4-SRC3 luciferase reporter, luminescence; inhibition, % at 3.6 µM; hit rate 0.17% among 360,000;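 active = inhibition above a per-campaign cutoff, the mean of all compounds plus 3 SD, cut at about 60% in these data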;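 note: 0% = DMSO-treated cells and 100% = gossypol-treated cells at 36 µM; higher means less SRC3-driven luciferase light from the GAL4 reporter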
Target sequence (Q9Y6Q9 whole entry, looked up, the tested form may be a part): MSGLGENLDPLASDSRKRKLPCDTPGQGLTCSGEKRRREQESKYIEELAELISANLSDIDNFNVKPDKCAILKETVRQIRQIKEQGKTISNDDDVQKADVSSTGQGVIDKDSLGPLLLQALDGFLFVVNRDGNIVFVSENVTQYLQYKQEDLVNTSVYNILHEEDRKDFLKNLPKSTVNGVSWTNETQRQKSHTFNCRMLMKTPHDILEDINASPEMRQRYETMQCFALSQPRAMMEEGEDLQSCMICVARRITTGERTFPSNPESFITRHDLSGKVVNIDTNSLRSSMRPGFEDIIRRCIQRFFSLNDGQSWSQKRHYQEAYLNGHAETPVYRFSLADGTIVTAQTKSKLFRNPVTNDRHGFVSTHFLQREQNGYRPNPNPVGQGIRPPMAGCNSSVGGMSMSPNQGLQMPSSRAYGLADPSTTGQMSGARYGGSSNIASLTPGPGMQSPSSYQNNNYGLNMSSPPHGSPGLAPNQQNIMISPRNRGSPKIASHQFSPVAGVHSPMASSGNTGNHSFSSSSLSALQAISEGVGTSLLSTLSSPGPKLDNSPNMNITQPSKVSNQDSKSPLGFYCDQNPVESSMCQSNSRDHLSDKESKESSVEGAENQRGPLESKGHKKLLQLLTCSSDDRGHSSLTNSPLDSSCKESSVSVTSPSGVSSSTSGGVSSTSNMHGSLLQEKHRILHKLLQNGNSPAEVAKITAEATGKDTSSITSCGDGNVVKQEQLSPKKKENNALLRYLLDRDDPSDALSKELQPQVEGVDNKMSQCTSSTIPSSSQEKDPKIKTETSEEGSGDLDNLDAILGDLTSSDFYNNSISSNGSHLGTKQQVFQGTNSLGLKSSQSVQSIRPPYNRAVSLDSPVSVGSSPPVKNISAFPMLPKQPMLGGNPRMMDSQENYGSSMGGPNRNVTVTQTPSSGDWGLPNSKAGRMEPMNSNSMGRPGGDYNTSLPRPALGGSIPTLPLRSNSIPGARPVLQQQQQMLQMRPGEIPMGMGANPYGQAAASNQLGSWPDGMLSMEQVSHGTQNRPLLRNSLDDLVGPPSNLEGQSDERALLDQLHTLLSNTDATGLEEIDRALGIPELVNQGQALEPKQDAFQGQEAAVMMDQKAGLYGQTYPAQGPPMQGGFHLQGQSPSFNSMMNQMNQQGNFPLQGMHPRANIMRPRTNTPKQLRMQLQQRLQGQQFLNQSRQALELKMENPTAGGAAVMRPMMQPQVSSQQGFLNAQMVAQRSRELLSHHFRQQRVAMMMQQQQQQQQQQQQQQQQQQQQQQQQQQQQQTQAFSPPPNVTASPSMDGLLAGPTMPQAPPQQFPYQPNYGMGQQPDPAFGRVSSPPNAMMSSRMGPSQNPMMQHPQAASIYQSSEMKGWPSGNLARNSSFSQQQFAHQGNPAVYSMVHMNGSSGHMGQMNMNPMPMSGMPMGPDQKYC
C8 TRAIL sens: caspase-8 TRAIL sensitization. NB7+C8 cells + TRAIL, ATPlite viability luminescence. hit rate 1% among 360,000. inhibition (viability loss, TRAIL sensitization), % at 10 µM;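 active = compounds causing at least 50% loss of cell viability in the single-dose screen, relative to plate controls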
SRC2 inh: inhibits human steroid receptor coactivator 2; Q15596; HEK293 GAL4-SRC2 luciferase reporter, luminescence; inhibition, % at 9 µM; hit rate 0.17% among 370,000;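 active = inhibition above the mean inhibition of all tested compounds plus 3 SD, set per campaign, cut at about 52% in these data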;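 note: 0% = DMSO treated cells and 100% = cells given Gossypol at 36 µM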
* hit, by the source's call; x = no result given. Some of the compounds tested (hit frequency here may not be typical).

Molecule	LMP1 NFkB inh	TLR9-MyD88 block	TWEAK Fn14 block	TROY signal inh	NR5A2 inv ag	SRC1 inh	COUP-TFII inh	NOD2-RIPK2 inh	SRC3 inh	C8 TRAIL sens	SRC2 inh
Cc1noc(C(F)(F)F)c1C(=O)NNC(=O)c1cccc(C(F)(F)F)c1	-3	-5	-7	6	10	-6	5	0	21	-14	-23
CCCCNC(=O)C1CCC(CNc2c(N3CCC(C)CC3)c(=O)c2=O)CC1 (stereo unspecified)	3	-1	4	17	8	4	-15	1	10	-3	-5
CC1(C)CC(NCc2ccncc2)CC(C)(C)N1	-8	5	4	-8	6	-40	5	-10	8	-6	-12
CC(=O)Cn1cnc2sc(-c3ccccc3)cc2c1=O	-22	1	-5	-68	-126	-136	-36	-17	-80	10	-38
Cc1cc(=O)oc2cc(OCC(O)CN3CCN(c4ccc(F)cc4)CC3)ccc12 (stereo unspecified)	9	6	-2	-9	23	-5	-6	-12	4	-2	17
COc1ccc(OC)c(NC(=O)c2sc3ncnc(N4CCN(c5ccccn5)CC4)c3c2C)c1	27	-3	2	9	-1	-5	x	-1	-7	14	x
C=CCC(C#Cc1ccccc1)[N+](C)(C)CC=C (stereo unspecified)	3	4	9	-10	22	8	-14	-2	23	-7	-27
CCc1ccccc1NS(=O)(=O)Cc1ccccc1	8	-5	12	-1	8	10	3	-11	12	14	-4
Nc1ncnc2c1C1(CCCCC1)Cc1ccccc1-2	8	-1	59*	59*	8	10	21	-2	12	-15	-8
OCCCn1c(C2CCCN2c2nc(-c3ccc(F)cc3)cs2)nc2cc(Cl)c(Cl)cc21 (stereo unspecified)	-5	4	29	14	0	-1	17	-4	6	11	2
COCOc1ccc(-c2ncc(OCCN3CCCC3=O)nc2NC(=O)c2cc3ccccc3s2)cc1	x	x	-1	10	10	1	22	2	-31	-16	-6
Cc1cc(NC(=O)COc2cccc(C)c2C)no1	3	6	-17	-42	-37	-10	-12	-3	-39	-4	-18
COc1ccccc1NC(=O)COc1ccccc1C(=O)Nc1ccccc1	-9	0	6	11	34	7	22	-3	-6	-7	-41
CC(=O)c1ccccc1OCC(O)Cn1ccnc1 (stereo unspecified)	2	1	13	13	19	-4	-13	-1	1	-14	-9
CCn1c(SCC(=O)Nc2ccc(OC)c(S(=O)(=O)N3CCCCC3)c2)nnc1C1CC1	-2	-3	7	-5	15	-5	4	-10	9	-8	-4
O=C(COc1ccc(S(=O)(=O)N2CCOCC2)cc1)N1CCOCC1	-7	1	3	0	11	-18	-3	0	12	-13	19
Cc1cc(C)c2c(NC(=O)CCl)nn(C)c2n1	-31	3	10	5	58	-22	-4	2	-8	-10	19
CC(C)CCSc1ncnc2c1oc1nc3c(cc12)COC(C)(C)C3	-35	-14	5	15	-12	-22	-1	-8	13	5	-1
C/C(CC(=O)Nc1ccc(N(C)C)cc1)=N\NC(=O)Cc1csc(N)n1	5	0	-8	10	5	-16	20	-17	-10	-1	6
O=C(NCc1ccc(Cl)cc1)c1cc(-c2cccs2)on1	-5	-9	-30	-25	-22	-14	-5	2	12	5	4
Cc1ccc(C)c(S(=O)(=O)N2CCCOC2CNC(=O)C(=O)NCc2ccccn2)c1 (stereo unspecified)	7	-7	4	-12	6	-5	20	-8	7	-16	23
Nc1ccn([C@@H]2O[C@H](C(=O)N3CCSC3)[C@@H](O)[C@H]2O)c(=O)n1	x	x	0	2	2	-2	-10	-6	13	-3	-14
CCn1c(NCc2ccco2)nc2c1c(=O)n(C)c(=O)n2C	-3	-5	-3	-36	9	10	2	-2	-7	16	-11
N#Cc1ccccc1S(=O)(=O)N1CCN(c2nc(-c3cccnc3)nc3ccccc23)CC1	-2	2	17	-5	29	19	8	0	11	19	2
C=CCN(C(=O)COc1ccccc1)c1nnc(-c2ccncc2)s1	2	9	3	-8	-1	-1	3	1	21	1	-3
COc1cccc(N2CCN(C(=O)C3CCC(=O)N(C4CCCCCC4)C3)CC2)c1 (stereo unspecified)	10	5	-10	2	3	20	11	-11	-2	-12	9
O=C(/C=C/c1cccc(F)c1)N1CCN(c2ccccn2)CC1	-4	5	-5	-36	-10	-19	11	-3	17	-6	6
C=C(C)CN(CC)C(=O)CSc1ccc(S(=O)(=O)N2CCN(Cc3ccccc3)CC2)cn1	7	-3	4	12	-1	-6	-16	3	11	9	-11
CC1(C)CC2(C)Nc3ccccc3N2C(=S)N1 (stereo unspecified)	1	-6	-14	3	2	7	3	7	20	-1	9
C#CCOCCOCCOCCNc1nc(N2CCN(C(=O)[C@H](CCCN=C(N)N)n3cc(C(N)[C@H](C)CC)nn3)CC2)nc(N2CCN(C(=O)[C@H](CC(N)=O)n3cc(C(N)[C@@H](C)CC)nn3)CC2)n1 (stereo partly specified)	-6	1	-21	-1	-25	-3	-11	-7	6	-6	-27
CC(C)(C)c1ccc(-c2nnc(N)o2)cc1	0	2	-14	-49	-102	-94	-34	-2	-54	19	-44
N#Cc1c(-c2cccnc2)c2c([nH]c1=O)-c1ccccc1OC2	-3	-11	6	2	16	-5	5	2	14	-5	6
O=C(NCCCl)Nc1ccccc1OCCOc1ccccc1NC(=O)NCCCl	-1	-7	-1	2	-1	-16	26	-15	-5	-10	1
COc1ccc2[nH]c(C(=O)O)c(CCC(=O)O)c2c1	-3	-1	-6	10	3	12	2	-6	21	-9	-12
COC(=O)c1ccc(Cc2ccccc2)o1	3	-2	15	-9	3	18	-19	-11	22	-3	-6
O=C(Cn1c(=O)oc2cc(S(=O)(=O)N3CCCC3)ccc21)N1CCN(c2ccccn2)CC1	8	9	4	-1	7	7	0	1	-26	-1	-32
COc1ccc(Cl)cc1NC(=O)CSc1nc(C)cc(C)n1	4	3	-3	20	4	-3	0	-6	-23	-3	15
COc1cc(C)c(NC(=O)c2cc(C3CC3)nc3c2cnn3C(C)C)cc1OC	-2	4	9	3	5	-8	16	1	14	13	9
CN(CCc1cnn(C)c1)Cc1cn(C)nc1-c1ccc2c(c1)OCCO2	2	1	0	-5	9	-12	-5	-4	14	3	-19
Cc1ccc(-c2cc(C(=O)N3CCOCC3)no2)cc1	39	-1	86*	67*	-63	-38	-9	7	-33	69*	14
CCCOP(=O)(c1ccc(N(C)C)cc1)C(O)c1ccc(Br)cc1 (stereo unspecified)	-13	1	21	5	15	-9	10	5	18	8	-5
Cc1noc(C)c1COc1cccc(C(=O)OCC(=O)NCCN2C(=O)CSC2=O)c1	1	-2	-6	-10	-1	7	15	-10	11	-17	-14
CCC(C)[C@H]1CN=C(N)N1CCc1cc(C(F)(F)F)cc(C(F)(F)F)c1 (stereo partly specified)	-7	-1	-4	-4	8	-5	1	-12	1	38	-15
CSc1ccc(CN(C)CC(=O)NC(C)c2ccccc2)cc1 (stereo unspecified)	-5	3	-17	10	19	1	-7	1	1	-6	26
CC(=O)Nc1ccc(S(=O)(=O)NC(CC(=O)NCCc2ccccc2)C(C)C)cc1 (stereo unspecified)	-16	-9	25	-28	-21	-14	-22	2	-12	-19	-35
Cc1cc(C)cc(OCC(=O)NNC(=O)c2cc3ccccc3o2)c1	7	-8	8	-21	4	-5	8	-10	4	4	18
O=C(O)c1ccc(N2C(=O)CC(SC(=Nc3ccccc3)Nc3ccccc3)C2=O)cc1 (stereo unspecified)	-4	-10	9	-10	5	-5	6	-1	13	-2	9
CCN1C(=O)[C@H]2[C@@H](c3ccc(-c4ccc(F)cc4)c(OC)c3)N3CCCC[C@@]3(C(=O)OC)[C@H]2C1=O	3	1	12	16	15	8	17	-7	-3	11	11
COc1cc(C2(c3ccc(O)c(OC)c3)C(=O)N(C)c3ccc(Br)cc32)ccc1O	0	-14	-6	9	11	-7	-7	-6	26	-7	-17
Cc1ccc(C2CC(c3ccc(F)cc3)Nc3nc(N)nn32)cc1 (stereo unspecified)	-3	5	14	-4	8	8	21	0	-3	16	21

Given with each value named: two of the compounds above
CC(=O)Nc1ccc(S(=O)(=O)NC(CC(=O)NCCc2ccccc2)C(C)C)cc1 (stereo unspecified)
  LMP1 NFkB inh = -16; TLR9-MyD88 block = -9; TWEAK Fn14 block = 25; TROY signal inh = -28; NR5A2 inv ag = -21; SRC1 inh = -14; COUP-TFII inh = -22; NOD2-RIPK2 inh = 2; SRC3 inh = -12; C8 TRAIL sens = -19; SRC2 inh = -35

Cc1cc(C)cc(OCC(=O)NNC(=O)c2cc3ccccc3o2)c1
  LMP1 NFkB inh = 7; TLR9-MyD88 block = -8; TWEAK Fn14 block = 8; TROY signal inh = -21; NR5A2 inv ag = 4; SRC1 inh = -5; COUP-TFII inh = 8; NOD2-RIPK2 inh = -10; SRC3 inh = 4; C8 TRAIL sens = 4; SRC2 inh = 18

The list continues:
Molecule	LMP1 NFkB inh	TLR9-MyD88 block	TWEAK Fn14 block	TROY signal inh	NR5A2 inv ag	SRC1 inh	COUP-TFII inh	NOD2-RIPK2 inh	SRC3 inh	C8 TRAIL sens	SRC2 inh
O=C(c1ccc(OCC2CCCO2)cc1)N1CCN(S(=O)(=O)c2cccc(F)c2)CC1 (stereo unspecified)	-3	-6	-5	3	8	-1	-2	-3	20	9	-7
Cc1ccc(C(=O)c2c3ccccc3[n+]([O-])n2CCC(=O)O)cc1	-4	-5	-16	-12	-5	-34	-28	-6	-33	-34	-8
COc1ccc(S(=O)(=O)N(C)C[C@H]2Oc3ncc(C#CC4(O)CCCC4)cc3C(=O)N([C@@H](C)CO)C[C@@H]2C)cc1	0	0	10	3	-19	-2	6	-2	7	-10	19
O=C(Nc1cccc(Br)c1)C1CCCC1	x	x	-32	-59	-8	6	17	-5	-11	-4	13
COCC1CCN(C(=O)c2cc(COc3ccccc3SC)on2)C1 (stereo unspecified)	-10	-7	-22	-34	9	-1	-8	-6	-34	-15	7
CCOC(=O)c1oc2ccc(S(=O)(=O)n3nc(-c4ccc(Cl)cc4)cc3N)cc2c1C	-24	-1	-1	-13	-6	14	-9	-6	-11	28	-9
N#C/C(=C\c1ccc(O)c([N+](=O)[O-])c1)C(=O)NCc1ccccc1	8	-4	16	-1	5	6	19	-2	9	-10	-6
Cc1ccc(OCC(=O)Nc2ccc(S(=O)(=O)Nc3ccccn3)cc2)c(C)c1	1	-3	23	-3	-26	14	2	0	12	-1	1
CCOc1c2ccc(C(=O)NCc3ccc4c(c3)OCO4)cc2nn1CC	-12	6	-15	-10	9	-1	-13	12	-7	-4	18
CC(C)n1cc(/C=C(\C#N)S(=O)(=O)c2ccccc2)c2ccccc21	1	3	3	-8	24	-1	5	7	-6	3	9
CCN(C(=O)COc1cc(=O)n(CC)c2ccccc12)c1cc(Cl)ccc1OC	14	-1	-11	-7	11	-8	12	9	3	0	19
O=C1COc2ccc(NC(=O)c3ccccc3C(=O)O)cc2N1	-8	-1	25	-33	-6	12	-19	-7	-20	-5	3
Cc1cc(C)n2c(SCc3c(C)noc3C)nnc2n1	5	1	3	9	-3	-2	-13	-2	14	12	-8
OC(c1ccc(F)cc1)c1nc(-c2cncnc2)cs1 (stereo unspecified)	x	x	3	5	17	13	18	6	13	-3	-19
Cn1c(=O)c2cc(S(=O)(=O)NCCC(=O)Nc3ccc(Cl)cc3)ccc2n(C)c1=O	-14	4	-6	-22	-18	4	-2	-9	8	6	1
CC(c1ccon1)N(C)Cc1cn[nH]c1-c1ccc(F)cc1F (stereo unspecified)	5	8	7	-16	-1	-2	-4	-2	18	4	-22
